RAD54 inh: inhibitors of human RAD54 branch migration | Q92698 | RAD54 Holliday junction branch migration, FAM/BHQ fluorescence | inhibition, % at 10.4 µM | hit rate 0.14% among 360,000;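 active = mean normalized replicate activity at least 40 and at least half of replicates scoring 40 or more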;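 also: 0% = median of neutral control wells and 100% = median of positive control wells; inhibitors cause a drop in the FAM fluorescence signal; in these data hits start at about 50%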
ARNT-TACC3 inh: disruptors of human ARNT/TACC3 interaction | Q9Y6A5 | AlphaScreen His-ARNT PAS-B/GST-TACC3 binding, luminescence; TACC3 fragment carries E629A point mutation | inhibition, % at 9.99 µM | hit rate 0.66% among 390,000;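 active = mean inhibition of replicates at least 50% and at least half of replicates each reaching 50%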;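 also: 0% = complete ARNT plus TACC3 wells and 100% = ARNT alone without TACC3; many hits fall short of the cut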
esBAF inh: blocks esBAF chromatin remodeling in mouse ES cells. Bmi1-luciferase knock-in reporter, 24 h; 100% = twice the neutral-well signal. reporter increase, % at 12.5 µM. hit rate 2% among 350,000; in the data active = activation above about 40%;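 also: 0% = median of the plate's neutral control wells and 100% = double that signal; a rise in the Bmi1 reporter signal indicates esBAF inhibition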
CFTR F508del cor: correctors of CFTR F508del function in bronchial epithelial cells. CFBE cells, YFP halide quenching; stimulated with forskolin plus potentiator P3; % fluorescence drop versus neutral controls. activity (quench increase), % at 7.58 µM. hit rate 0.36% among 350,000. AID 720511;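 active = mean added fluorescence quench of at least 8% versus neutral control, with both replicates also reaching 8%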;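 also: cells transiently co-express mutant CFTR-F508del with the halide-sensitive YFP; corrector assay measuring rescue of mutant channel to the surface after 24 h compound exposure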
RAD52 inh: inhibitors of human RAD52 DNA annealing. P43351. recombinant RAD52 DNA annealing, FRET fluorescence. inhibition, % at 18.7 µM. hit rate 0.46% among 360,000;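 active = every replicate showing at least 50% inhibition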
Target sequence (P43351 whole entry, looked up): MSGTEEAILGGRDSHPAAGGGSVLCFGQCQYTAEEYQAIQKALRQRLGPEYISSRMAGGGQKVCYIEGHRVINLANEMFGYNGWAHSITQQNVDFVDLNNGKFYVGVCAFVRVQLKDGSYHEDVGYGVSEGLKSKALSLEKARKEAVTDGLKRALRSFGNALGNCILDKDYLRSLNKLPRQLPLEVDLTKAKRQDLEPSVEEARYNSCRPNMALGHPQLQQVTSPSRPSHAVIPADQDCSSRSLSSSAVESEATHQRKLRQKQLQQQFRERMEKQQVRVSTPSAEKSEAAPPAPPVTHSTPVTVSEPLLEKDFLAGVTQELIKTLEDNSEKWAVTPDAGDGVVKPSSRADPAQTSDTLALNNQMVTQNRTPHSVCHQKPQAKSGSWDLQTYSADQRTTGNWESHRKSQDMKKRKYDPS
ERAP1 inh: blocks human ERAP1 aminopeptidase activity; Q9NZ08; recombinant ERAP1, Leu-AMC fluorescence, 60 min; inhibition, % at 10.7 µM; hit rate 0.15% among 340,000; AID 652197;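 active = mean replicate inhibition of at least 30%, or all replicates individually reaching that 30% level; inactive = mean below 30% and not every replicate reaching it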;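 also: 0% = neutral control wells and 100% = L-leucinethiol positive control wells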
INS-1E GSIS act: GLuc luminescence reporter in INS-1E cells, primary screen for activators of glucose-dependent secretion of insulin. INS-1E GLuc reporter insulin secretion, 2-3 h. activation, % at 16.6 µM. hit rate 0.61% among 370,000;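 active = lowest replicate activation of at least 40%, so every replicate reaches that level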;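 also: 0% = median of neutral control wells and 100% = median of IBMX positive control wells; some compounds called inactive have numbers as strong as hits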
XiGFP reactiv: activators of X-chromosome reactivation in mouse fibroblasts; XiGFP mouse fibroblasts, % GFP-positive cells imaging, 3 d; cells co-treated with 5-aza-dC sensitizer; scaled so ellipticine positive control = 100%; activation, % at 7.58 µM; hit rate 0.055% among 360,000; AID 743238;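 active = mean normalized replicate activation at least 10% and every replicate at or above 10%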;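 also: 0% = median of on-plate neutral control wells and 100% = ellipticine 6 µM median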
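Material: SV40-immortalized XiGFP fibroblast cells, line 68-5-11 | Buffer or medium: DMEM containing 5-aza-dC | Dosing: One concentration, pinned | Times: 3 d treatment, 15 min room-temperature fixation | Controls: Ellipticine 6 µM positive control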
The depositor's hits bear a star; / = no result given.

SMILES	RAD54 inh	ARNT-TACC3 inh	esBAF inh	CFTR F508del cor	RAD52 inh	ERAP1 inh	INS-1E GSIS act	XiGFP reactiv
CC(C)(C)OC(=O)C[C@@H]1C/C=C\C[C@@H](CC(=O)NCCO)C(=O)N[C@H](C(C)(C)C)COC1=O	-10	4	-4	1.3	-1	-3	-3	0.1
O=C(NCc1cccc(F)c1)c1cccc2c1C(=O)c1ccc(Cl)cc1S2(=O)=O	-6	5	-5	-0.5	-15	-4	12	0.0
COc1ccc(NC(=O)N(C)C[C@@H]2OCCCC[C@@H](C)Oc3ccc(NC(=O)Nc4ccc(F)cc4)cc3C(=O)N([C@@H](C)CO)C[C@H]2C)cc1	3	-6	5	1.5	8	-3	5	0.0
O=C(Nc1ccc(C(F)(F)F)cc1)Nc1ccc2c(c1)[C@H]1C[C@H](CC(=O)N3CCc4ccccc4C3)O[C@@H](CO)[C@H]1O2	0	-3	1	-0.1	12	3	-7	0.1
Cc1ccc(OCC(=O)Nc2ccc(-n3cnnn3)cc2)c(C)c1	0	/	-4	-1.2	-7	-2	-1	0.2
COCCN1CCN(Cc2cn(C)nc2-c2ccc(Oc3ccccc3)cc2)CC1	11	-1	-2	-1.1	-4	0	-29	0.0
CCCCCCCOc1ccc(C2(C)NC(=O)NC2=O)cc1 (configuration not stated)	3	3	-5	0.9	-4	-2	-19	0.0
COc1ccccc1CCN1CCCC(CN(C)CC(C)(C)CO)C1 (configuration not stated)	0	-1	1	-0.1	-38	-1	/	-0.1
Cc1cc(C(=O)Nc2cccc3c2O[C@H](CN(C)C(=O)NC(C)C)[C@H](C)CN([C@H](C)CO)C3=O)n(C)n1	7	-2	6	-2.8	5	2	4	0.1
CCCNC(=O)N(C)C[C@@H]1Oc2ncc(-c3ccccc3F)cc2C(=O)N([C@H](C)CO)C[C@@H]1C	1	5	-3	2.0	5	0	8	0.2
CC(C)(C)[S@@](=O)N1Cc2cc(C(=O)NCc3ccncc3)nc(-c3cccc(-c4cccc(C#N)c4)c3)c2[C@H]1CCO	17	7	-1	0.5	46	2	19	0.0
O=C(CCCCn1ccc(=O)[nH]c1=O)Nc1ccc(C(=O)O)c(O)c1	-7	-2	-4	-0.7	-21	-66	/	0.2
C[C@H](CO)N1C[C@H](C)[C@@H](CN(C)CC2CCCCC2)Oc2c(NC(=O)c3ccc(-c4nccs4)cc3)cccc2C1=O	0	-3	-1	-1.1	9	-1	-1	-0.1
O=C(CCN1C(=O)/C(=C\c2ccccc2)SC1=S)Nc1ccc(C(=O)O)cc1	1	3	0	-2.6	-14	-7	1	0.0
O=C(CN1CCN(c2ccc(F)cc2)CC1)c1ccc(O)cc1O	7	5	-4	0.9	-12	-1	-5	0.0
Cc1ccccc1NS(=O)(=O)c1cc(C(=O)NCCSC2CCCCC2)ccc1C	2	11	-6	0.2	-65	14	-16	/
C[C@H]1CN([C@@H](C)CO)C(=O)c2cc(NC(=O)Nc3ccccc3)ccc2O[C@@H]1CN(C)Cc1ccncc1	4	4	-5	0.8	-5	-1	2	0.1
CCN(C(=O)COC(=O)CCNS(=O)(=O)c1ccccc1F)c1c(N)n(Cc2ccccc2)c(=O)[nH]c1=O	-13	-4	-5	-5.8	3	1	5	-0.7
C[C@@H]1CN([C@@H](C)CO)C(=O)Cc2cc(NS(C)(=O)=O)ccc2O[C@H]1CN(C)S(=O)(=O)c1ccc(Cl)cc1	0	-6	1	-1.2	-12	3	32	-0.2
CCC(NC(=O)CCl)c1ccc(C)cc1 (configuration not stated)	/	/	/	-0.5	-11	0	13	0.0

In a second layout: 2 of the compounds above
molecule: COc1ccccc1CCN1CCCC(CN(C)CC(C)(C)CO)C1 (configuration not stated)
  RAD54 inh: 0
  ARNT-TACC3 inh: -1
  esBAF inh: 1
  CFTR F508del cor: -0.1
  RAD52 inh: -38
  ERAP1 inh: -1
  INS-1E GSIS act: /
  XiGFP reactiv: -0.1
molecule: Cc1cc(C(=O)Nc2cccc3c2O[C@H](CN(C)C(=O)NC(C)C)[C@H](C)CN([C@H](C)CO)C3=O)n(C)n1
  RAD54 inh: 7
  ARNT-TACC3 inh: -2
  esBAF inh: 6
  CFTR F508del cor: -2.8
  RAD52 inh: 5
  ERAP1 inh: 2
  INS-1E GSIS act: 4
  XiGFP reactiv: 0.1

The listing picks up, starting 2 compounds before the break.
SMILES	RAD54 inh	ARNT-TACC3 inh	esBAF inh	CFTR F508del cor	RAD52 inh	ERAP1 inh	INS-1E GSIS act	XiGFP reactiv
C[C@@H]1CN([C@@H](C)CO)C(=O)Cc2cc(NS(C)(=O)=O)ccc2O[C@H]1CN(C)S(=O)(=O)c1ccc(Cl)cc1	0	-6	1	-1.2	-12	3	32	-0.2
CCC(NC(=O)CCl)c1ccc(C)cc1 (configuration not stated)	/	/	/	-0.5	-11	0	13	0.0
CC(=O)c1cccc(NC(=O)c2ccc3c(c2)C(=O)N(Cc2cccnc2)C3=O)c1	0	-2	-5	-1.1	-10	-7	/	-0.1
CCCOc1ccccc1C(=O)N(Cc1cccs1)C1CCS(=O)(=O)C1 (configuration not stated)	-3	1	3	/	/	/	1	/
CCOc1cc(C(=O)NCCC(=O)N2CCC3(CC2)NCCc2[nH]cnc23)cc(OCC)c1OCC	-6	-3	-1	0.6	-3	2	13	-0.1
O=c1[nH]c2c(Br)cnc([N+](=O)[O-])c2[nH]1	-7	-1	-4	2.9	-11	3	20	-0.1
CN(C[C@@H](Cc1cccc2ccccc12)N(C[C@H](Cc1ccccc1)N(CCc1ccccc1)N=O)N=O)N=O	-3	-5	-12	0.3	-6	-1	/	0.2
COC(=O)Cc1ccc(NC(=S)Nc2cccc(C)n2)cc1	/	2	/	-1.8	-13	4	7	0.1
C[C@H](NC(=O)[C@@H]1[C@@H](CO)[C@@H]2Cn3c(cccc3=O)[C@@H]2N1Cc1cccnc1)c1ccccc1	1	6	0	/	-14	-3	-6	-0.1
O=c1c(Cc2ccc(F)cc2)c(O)ccn1C1CCCCC1	5	-5	0	/	/	/	11	/
CC(C)(C)[C@H]1COC(=O)[C@H](NC(=O)OCC2c3ccccc3-c3ccccc32)C/C=C\C[C@@H](CC(=O)N[C@H](CO)Cc2ccccc2)C(=O)N1	0	1	-19	-2.4	-23	1	-26	-0.1
CC(=O)C1=C(O)C(=O)N(Cc2ccco2)C1c1cccc(F)c1 (configuration not stated)	-4	-2	-11	-2.3	3	-5	-28	0.3
CC1CC(C)CN(C(=O)C2CC(=O)N(c3ccc(F)cc3)C2)C1 (configuration not stated)	-6	-2	1	2.2	6	2	0	0.0
Cc1ccc(S(=O)(=O)N(CC(=O)NCC2CCCO2)c2cccc([N+](=O)[O-])c2)cc1 (configuration not stated)	/	-4	/	1.8	-19	5	15	-0.7
O=S1(=O)C[C@@H](N2CCN(c3ccccn3)CC2)[C@H](COCc2ccccc2)N1	12	/	-7	-0.7	-4	1	-3	0.0
COc1cc(CN2CCCCCC2)cc([N+](=O)[O-])c1O	-3	-8	-2	0.0	-11	4	1	-0.1
Nc1c(C(=O)O)sc2nc(-c3ccccc3)cc(-c3ccccc3)c12	/	0	-5	-0.1	-49	/	23	0.2
COc1ccc(C(=Cc2ccccc2)C(=O)O)cc1	3	4	2	1.2	-13	0	/	-0.1
Cc1ccc(C2(C)NC(=O)N(CC(=O)Nc3cc(S(=O)(=O)N4CCOCC4)ccc3C)C2=O)cc1 (configuration not stated)	/	2	/	/	7	-3	-14	-0.4
CCN(CC)c1ccc2cc(-c3nnc(-c4ccccc4)o3)c(=O)oc2c1	-218	-8	46*	/	/	/	-17	/
COc1ccc(S(=O)(=O)Nc2ccc3c(c2)C(=O)N([C@H](C)CO)C[C@@H](C)[C@H](CN(C)S(=O)(=O)c2ccccc2)O3)cc1	2	-5	2	3.4	-2	-1	6	-1.1
COc1ccc(CN(C(=O)CSc2nnc(-c3ccc(F)cc3)o2)c2ccc(F)cc2)cc1	5	-5	-4	-4.6	-1	-3	9	/
COc1ccc(/C(=N\Nc2ccccc2C(=O)O)c2ccccc2)cc1	/	-4	/	-2.4	-59	1	2	0.1
COc1cc(OC)cc(C(=O)/C=C2\Sc3ccccc3N2C)c1	3	-3	31	-1.7	-11	4	-11	0.0
O=C(N/N=C/c1ccncc1)c1cc2ccccc2o1	/	/	/	0.0	-4	7	-2	0.1
CC(C)(C)OC(=O)[C@H]1[C@H](c2ccc([N+](=O)[O-])cc2)C2(C(=O)c3ccccc3C2=O)C2c3ccccc3C=NN21 (some centres not stated)	/	8	/	/	-15	-2	/	0.0
O=C(NC1CC(=O)N(c2cccc(F)c2)C1)N1CCN(C(=O)c2ccco2)CC1 (configuration not stated)	/	-10	/	2.5	-10	-3	7	0.1
O=C(c1ccc(F)cc1)N1CC(=O)N2[C@H](C1)[C@H](c1ccc(-c3ccccc3F)cc1)[C@@H]2CO	/	/	/	-1.1	-30	0	-9	0.4
C[C@H](CO)N1C[C@H](C)[C@@H](CN(C)CC2CCCCC2)OCc2cnnn2CCCC1=O	-1	-6	-3	-0.2	3	3	0	0.4
CC(=O)N1[C@@H](CO)[C@@H](c2ccccc2)C12CN(C(=O)Cc1ccccc1)C2	/	/	/	1.7	5	-1	10	0.1
COc1ccc(CN(C)C[C@@H]2Oc3ccc(NC(=O)c4ccncc4)cc3CC(=O)N([C@H](C)CO)C[C@@H]2C)cc1	9	-5	-5	0.1	-16	2	1	-0.1
Cc1cccc(C(C)C)c1NC(=O)CSc1cccc[n+]1[O-]	6	-2	/	-1.2	-2	-3	6	0.0
O=C(O)CSCC(=O)Nc1ccc(Br)c(C(F)(F)F)c1	3	5	-5	0.6	-30	/	-4	0.3
CCN1CCN(S(=O)(=O)c2cc(C(=O)O)ccc2Cl)CC1	-9	-2	-7	0.2	-12	1	-1	0.3
C[C@@H]1CCCCO[C@@H](CN(C)CC2CCCCC2)[C@H](C)CN([C@H](C)CO)C(=O)c2cc(NS(=O)(=O)c3cn(C)cn3)ccc2O1	-10	-2	6	0.4	0	-3	7	-1.1
CCOP(=O)(OCC)C(Nc1ccccc1)c1cc(OC)ccc1OC (configuration not stated)	-5	0	-4	/	-6	-7	/	-0.1
Cc1cc(=S)cc(C)n1CCCn1ccnc1	-8	40	-4	/	/	/	8	/
CN(C)CCCNC(=O)[C@H]1[C@H](CO)[C@H]2Cn3c(ccc(-c4ccccc4)c3=O)[C@H]2N1C	3	-3	-5	-1.6	8	-2	12	0.2
NS(=O)(=O)c1ccc(CCNC(=O)c2ccc(Cl)c(S(=O)(=O)N3CCCCC3)c2)cc1	-6	2	4	1.3	-9	-3	-11	0.2
CC(NC(=O)CCn1nc(-c2ccc(Cl)cc2)ccc1=O)c1ccccc1 (configuration not stated)	-1	-3	/	0.5	5	4	-6	1.5
C[C@H](CO)N1C[C@H](C)[C@@H](CN(C)Cc2ccc(C(F)(F)F)cc2)Oc2ccc(NC(=O)c3ccncc3)cc2CC1=O	-9	16	0	-0.5	-18	2	0	-1.3
COC(=O)c1c(NC(=O)COC(=O)CC(NC(C)=O)c2ccccc2)sc(C)c1C (configuration not stated)	2	-7	0	0.9	-3	5	17	0.4
Cc1ccccc1NC(=O)Cc1nnc(SCC(=O)Nc2ccccc2)n1C	3	-6	-6	-4.0	-25	2	0	-0.1
C[C@@H]1CN([C@@H](C)CO)C(=O)c2cc(NC(=O)Nc3ccc(C(F)(F)F)cc3)ccc2O[C@@H](C)CCCCO[C@@H]1CN(C)Cc1ccc2c(c1)OCO2	-3	30	0	5.3	31	-1	-22	0.1
CN1C[C@@H]2C[C@@H](c3cccn3-c3nccs3)N3CCC[C@@]23C1=O	/	0	/	-2.5	-9	3	10	0.4

Screening data from PubChem BioAssay.

Random draw from the library; any-hit rate near 3.3%.
